# Assay outcomes (PubChem BioAssay)
# G9a block – qHTS Assay for Inhibitors of Histone Lysine Methyltransferase G9a; 350,000 compounds, 8.8% hits; Histone-lysine N-methyltransferase EHMT2 (Homo sapiens), Q96KQ7; Potency, µM (series often up to 102 µM), for the others: at the highest dose activity, negative = inhibition, usual class: inhibitors; G9a H3K9 monomethylation, AlphaScreen, 2 h; AID 504332, 2011; note: potency is the fitted concentration of half-maximal effect; % is set by controls: 0 for no effect and ±100 for the full control effect; nearly all actives have a fitted effect of over 75% in size
#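 Signal arises when biotinylated H3K9 peptide, once monomethylated, bridges streptavidin donor and antibody-captured acceptor beads. Enzyme at 20 nM was preincubated 15 min with test compounds; peptide 500 nM and SAM 20 uM then reacted for 2 h.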
# PGK inhibitor – qHTS Assay to Find Inhibitors of Phosphoglycerate Kinase; Phosphoglycerate kinase, glycosomal (Trypanosoma brucei brucei), P07378; PGK/GAPDH coupled, Kinase-Glo luminescence, 60 min; Potency, µM (doses to about 57.5 µM), without a hit: at the highest dose activity change, negative = inhibition, most hits filed as inhibitors; 380,000 compounds, 0.043% hits; AID 602233, 2012; note: potency is the fitted concentration of half-maximal effect; % is set by controls: 0 for no effect and ±100 for the full control effect; nearly all actives have a fitted effect of over 60% in size
# Target sequence (P07378 whole entry, looked up): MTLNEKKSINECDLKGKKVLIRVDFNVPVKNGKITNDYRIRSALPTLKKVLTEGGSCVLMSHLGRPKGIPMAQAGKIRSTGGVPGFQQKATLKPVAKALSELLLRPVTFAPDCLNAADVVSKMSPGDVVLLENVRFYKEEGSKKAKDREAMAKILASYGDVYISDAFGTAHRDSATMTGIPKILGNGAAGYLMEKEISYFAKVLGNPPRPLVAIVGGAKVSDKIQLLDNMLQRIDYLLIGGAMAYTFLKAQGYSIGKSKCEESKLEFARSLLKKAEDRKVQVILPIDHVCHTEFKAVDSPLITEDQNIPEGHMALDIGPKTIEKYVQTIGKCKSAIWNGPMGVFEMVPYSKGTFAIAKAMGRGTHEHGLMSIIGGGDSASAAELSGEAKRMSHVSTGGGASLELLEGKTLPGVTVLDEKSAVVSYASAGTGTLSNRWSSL
#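 Recombinant glycosomal PGK reaction used 1,3-bisphosphoglycerate generated in-well by GAPDH (100nM final) in 100mM TEA pH 7.6, 5mM MgCl2, 0.01% Tween-20. After 60 minutes at room temperature, ATP was read by Kinase-Glo Plus luminescence end-point.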
# PI4K2A inh – qHTS for small molecular inhibitors of PI4K2A; Phosphatidylinositol 4-kinase type 2-alpha (Homo sapiens), Q9BTU6; purified PI4K2A, ADP-Glo luminescence, 1 h; active compounds read low; 420,000 compounds, 0.13% hits; AID 1346378, 2018; activity change, negative = inhibition, % at 76.9 µM; in the data active = activity change below about -50%; inconclusive = mostly about -30% to -49%;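 note: -100% = wells without enzyme as full effect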
#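 In this quantitative HTS, ADP production by PI4K2A was quantified luminescently after 1 h at ambient temperature; 100 microM adenosine served as plate-quality control.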
# Pin1 inhibitor – qHTS Assay to Find Inhibitors of Pin1; Peptidyl-prolyl cis-trans isomerase NIMA-interacting 1 (Homo sapiens), Q13526; Pin1 FP peptide displacement, HiFluor488, 10 min; Potency, µM (doses to about 115 µM), for inactives: at the top dose activity, negative = inhibition, usual class: inhibitors; 390,000 compounds, 0.009% hits; active = well fitted inhibition curve with a large enough effect in the polarisation, with a control signal flat, not every such curve was filed as active; inconclusive = small, poorly fitted or top-dose-only effect, or effect the other way, or a change in a side signal; inactive = no such curve, though single readings can be large or run the other way; the % refers to the polarisation; note: potency is the fitted concentration of half-maximal effect; % is set by controls: 0 for no effect and ±100 for the full control effect
# BAZ2B inh – qHTS Assay for Inhibitors of BAZ2B; 360,000 compounds, 4.4% hits; Potency, µM (doses to about 114 µM), for the others: at the highest dose activity change, negative = inhibition, actives largely listed as inhibitors; AlphaScreen BAZ2B-H3K14Ac peptide displacement; note: potency is the fitted concentration of half-maximal effect; % is set by controls: 0 for no effect and ±100 for the full control effect; nearly all actives have a fitted effect of over 60% in size
#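 Protein-peptide AlphaScreen: BAZ2B 50 nM, b-H3K14Ac 50 nM, 1x PBS pH 7.4 + 0.01% Tween-20. Preincubation 30 min RT; cpd 30 min RT (top 110 uM); beads 20 min RT, light-protected.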
# Pol eta inh – qHTS for Inhibitors of Polymerase Eta | DNA polymerase eta (Homo sapiens), Q9Y253 | recombinant Pol eta, fluorescent DNA replication assay | Potency, µM (titrated, usually from 114 µM), for inactives: top-dose activity change, negative = inhibition, usual class: inhibitors | 390,000 compounds, 1.2% hits | AID 588591, 2011; note: potency is the fitted concentration of half-maximal effect; % is set by controls: 0 for no effect and ±100 for the full control effect
#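 Fluorescent replication assay: 50 nM final substrate added after a 15 min room-temperature compound preincubation with 10 nM enzyme. Signal taken at 0 min and again at 10 min.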
# GLS inh – qHTS for Inhibitors of Glutaminase (GLS); Glutaminase kidney isoform, mitochondrial (Homo sapiens), O94925; GLS enzymatic activity, qHTS titration; Potency, µM (highest dose often 45.5 µM), without a hit: at the top dose activity change, negative = inhibition, actives largely listed as inhibitors; 410,000 compounds, 0.21% hits; note: potency is the fitted concentration of half-maximal effect; % is set by controls: 0 for no effect and ±100 for the full control effect
# Target sequence (O94925 whole entry, looked up, canonical isoform): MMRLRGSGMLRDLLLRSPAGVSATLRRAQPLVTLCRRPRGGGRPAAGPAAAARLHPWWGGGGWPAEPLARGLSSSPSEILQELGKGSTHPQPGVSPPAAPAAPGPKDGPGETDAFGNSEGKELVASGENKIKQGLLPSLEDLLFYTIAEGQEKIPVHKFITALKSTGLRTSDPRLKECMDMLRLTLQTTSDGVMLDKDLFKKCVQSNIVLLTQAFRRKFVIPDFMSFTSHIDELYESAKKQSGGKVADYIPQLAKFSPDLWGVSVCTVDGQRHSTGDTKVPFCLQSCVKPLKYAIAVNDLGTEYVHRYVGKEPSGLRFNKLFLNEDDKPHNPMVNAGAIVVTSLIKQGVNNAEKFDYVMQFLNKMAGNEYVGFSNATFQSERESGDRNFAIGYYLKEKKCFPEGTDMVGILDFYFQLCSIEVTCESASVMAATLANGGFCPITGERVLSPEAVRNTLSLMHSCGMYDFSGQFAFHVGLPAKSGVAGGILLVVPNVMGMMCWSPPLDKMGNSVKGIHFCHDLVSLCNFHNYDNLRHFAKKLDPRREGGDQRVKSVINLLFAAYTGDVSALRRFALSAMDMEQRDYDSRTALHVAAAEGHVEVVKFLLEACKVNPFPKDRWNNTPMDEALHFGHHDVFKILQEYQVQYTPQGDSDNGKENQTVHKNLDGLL
#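 hKGA in 45 mM KH2PO4 (pH 8.2), 0.02% Tween-20 with compound, then 1mM L-Glutamine (stock as added) plus glutamate oxidase/HRP/Amplex red coupling mix. Fluorescence read initially and after 30 min at RT; signal change reflects glutamate formation.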
# JMJD2A Tudor inh – qHTS Assay for Inhibitors of JMJD2A-Tudor Domain; Potency, µM (series often up to 114 µM), without a hit: top-dose activity change, negative = inhibition, hits mostly inhibitors; AID 504339, 2011; Lysine-specific demethylase 4A (Homo sapiens), O75164; AlphaScreen JMJD2A-Tudor / H3K4me3 peptide binding; 390,000 compounds, 4.4% hits; note: potency is the fitted concentration of half-maximal effect; % is set by controls: 0 for no effect and ±100 for the full control effect; nearly all actives have a fitted effect of over 50% in size
# HP1b chromo inh – HTS for Inhibitors of HP1-beta Chromodomain Interactions with Methylated Histone Tails; Chromobox protein homolog 1 (Homo sapiens), P83916; AlphaScreen HP1-beta / biotin-H3K9me3 peptide binding; Potency, µM (doses to about 114 µM), for inactives: at the top dose activity change, negative = inhibition, usual class: inhibitors; 390,000 compounds, 0.56% hits; note: potency is the fitted concentration of half-maximal effect; nearly all actives have a fitted effect of over 70% in size; inactives centre near 23
#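 AlphaScreen: HP1-beta (50 nM) preformed 30 min with biotin-H3(1-18)K9me3 peptide (50 nM) in PBS pH 7.4, 0.01% Tween-20. Compound added for 30 min at RT, then streptavidin donor/nickel chelate acceptor beads (10 ug/mL) for 30 min.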
# Active calls of the source: *; i = inactive; ? = inconclusive; nt = not tested or not shown; [ ] = another dose, or the depositor's remark. Unless noted, calls come from the whole dose curve; as a rule, active = well fitted curve in the direction sought with a large enough effect; inconclusive = small, poorly fitted or top-dose-only effect, or another doubt; inactive = no such curve, though single readings can be large; an effect the other way counts as inactive or inconclusive. Some of the compounds tested; the hit share may differ from the screen's.
compound,G9a block,PGK inhibitor,PI4K2A inh,Pin1 inhibitor,BAZ2B inh,Pol eta inh,GLS inh,JMJD2A Tudor inh,HP1b chromo inh
COC(=O)Cc1ccc(NC(=O)c2ccccc2Br)cc1,27.2%[12.7 µM],-1.8%,-1.2,-2.4%,-22.3%,-8.9%,3.4%,0.8%[11.4 µM],5.0%
Cc1ccc(S(=O)(=O)C(c2ccccc2)c2c(C)noc2C)cc1 (stereo not given),11.9%[59 µM],i,-5.9,4.5%,-5.5%,-19.4%,-1.8%,-6.6%,36.8%
O=C(NCc1ccco1)/C(=C/c1cccnc1)NC(=O)c1cccc(Br)c1,-4.0%,-3.0%,1.1,1.0%,-7.7%,9.4%,nt,7.4%,11.1%
Cc1cc(Cl)ccc1OCCCC(=O)Nc1ccc(S(=O)(=O)Nc2ncccn2)cc1,?,-1.1%,0.3,-3.1%,6.8%,-23.2%,-8.1%,-8.4%,50.9%[activator]
CCN(CC)c1ccc(NC(=O)c2ccc(Br)o2)c(C)c1,?,-5.7%,-2.2,2.5%,39.8µM*,-10.8%,15.8%,56.2µM*,?
COc1ccc(N2CCN(C3CCCN(C(=O)C4=C(C)OCCO4)C3)CC2)cc1 (stereo not given),13.8%,-2.4%,-7.4,-1.8%,-12.0%,-5.0%,30.6%,-6.6%,7.4%
CN(C)c1ccc(C(=O)OCC(=O)N2CCCC2)cc1,2.5%,-1.1%,3.3,-7.0%,0.2%,-16.3%,8.1%,-6.8%,16.7%
COC(=O)c1ccc(NC(=O)c2cn(-c3ccccc3)nc2-c2ccncc2)cc1,5.4%[59 µM],-7.4%,0.1,253.5%[activator],?,?,11.4%,-8.3%,11.6%
CC(C(=O)NN=C(c1ccccc1)c1ccccc1)N1CCCC1 (stereo not given),11.8%,-17.3%,-5.6,-8.8%,1.3%,-12.6%,8.4%,-13.7%,33.1%
C#CCN(C[C@@H]1[C@@H](OC(=O)NCCCCCC)[C@@H](OC(=O)NCCCCCC)Cn2c(=O)n(CCCCCC)c(=O)n21)S(=O)(=O)c1ccc(C)cc1,nt,9.5%,5.6,nt,nt,-10.1%,4.4%,nt,nt
C=C(C)COc1ccc(-c2[nH]ncc2Oc2cccc(OC)c2)c(O)c1,-0.3%[2.33 µM],6.9%,-7.7,?,7.3%,-16.8%,12.9%,-10.9%,44.0%[activator]
COc1ccc(Cl)cc1NC(=O)CN(C)C(=O)CN1C(=O)NC(C)(C)C1=O,4.7%[59 µM],-0.3%,-0.9,-10.6%,-2.9%,-20.4%,-4.4%,-6.9%,24.4%

# Continued:
compound,G9a block,PGK inhibitor,PI4K2A inh,Pin1 inhibitor,BAZ2B inh,Pol eta inh,GLS inh,JMJD2A Tudor inh,HP1b chromo inh
Cc1cccc(CN2CCN(CC(=O)NCCCN3CCN(c4ccc(F)cc4)CC3)C2=O)c1,9.1%[59 µM],i,-3.1,-4.4%,-26.2%,-9.2%,30.1%[activator],-26.1%,14.2%
O=C(Nc1ccccc1)C1=C[C@@H](c2ccc(C(F)(F)F)cc2)C[C@@H](OCCCCO)O1,nt,i,-5.1,13.3%,nt,-17.2%,1.0%,-12.9%,50.2%
COCc1cc(C)n(CC(=O)Nc2ccc(NC(C)=O)cc2)c(=O)c1C#N,-25.5%[59 µM],7.4%,0.0,25.8%,-6.0%,-11.0%,-1.5%,-3.8%,15.4%
O=C(c1ccncc1)N1CCN(S(=O)(=O)c2ccccc2Br)CC1,-3.0%[59 µM],0.9%,3.7,-1.5%,7.6%,-14.2%,6.5%,-0.8%,21.1%
CCOc1ccc(-c2nonc2NC(=O)c2oc3cc(C)ccc3c2C)cc1OCC,?,3.2%,-3.8,-2.4%,-1.7%,-21.1%,-2.2%,-8.3%,27.5%
Cc1cc(Br)ccc1OCC(=O)NNC(=O)c1cnccn1,27.2%,-4.2%,-0.8,-5.6%,-6.7%,0.8%,3.6%,-18.5%,17.9%
O=c1[nH]c(NCc2ccccc2)nc2c1CCC2,14.4%,3.6%,1.1,3.6%,44.5%[activator],6.9%,1.6%,3.8%,40.5%[activator]
CCCCN(C)C(=O)Cn1c(=O)oc2cc(S(=O)(=O)N3CC(C)CC(C)C3)ccc21 (stereo not given),-1.5%,-1.2%,1.0,2.2%,-5.9%,2.2%,-0.2%,-8.1%,33.4%
COCCSc1nnc(NC(=O)CSc2ccccc2)s1,12.5%[59 µM],-7.0%,2.6,-1.4%,-8.8%,-1.5%,-1.1%,-10.1%,33.2%
COc1cccc(C2=NC(C)(C)NC(c3ccccc3O)C2)c1 (stereo not given),-11.2%[2.33 µM],i,-4.2,16.0%,-35.9%,-16.4%,-4.3%,-24.8%,22.4%
N/C(Cc1ccc([N+](=O)[O-])cc1)=N\OC(=O)c1ccc(Br)cc1,?,6.0%,4.2,3.8%,-31.6%,-21.7%,2.3%,-25.8%,14.8%
CC(C)c1cn(C2OC(COC(=O)c3ccccc3)C(OC(=O)c3ccccc3)C2OC(=O)c2ccccc2)c(=O)[nH]c1=O (stereo not given),nt,1.7%,1.9,1.7%,nt,-14.7%,2.0%,-31.9%,-3.3%

# Continued.
compound,G9a block,PGK inhibitor,PI4K2A inh,Pin1 inhibitor,BAZ2B inh,Pol eta inh,GLS inh,JMJD2A Tudor inh,HP1b chromo inh
CCOc1ccc(NC(=O)C(NS(=O)(=O)c2ccc3c(c2)CCN3C(C)=O)C(C)C)cc1 (stereo not given),2.6%[59 µM],3.6%,-0.6,-0.6%,nt,-9.1%,7.6%,-21.3%,26.9%
CCOC(=O)C1CCCCN1C(=O)CCc1c(C)nc2ncnn2c1C (stereo not given),-5.9%[0.501 µM],2.7%,1.9,2.3%,-12.0%,-12.2%,1.7%,2.4%,32.2%
O=C(/C=C/c1ccccc1)NC(=S)Nc1ccc(N2CCOCC2)cc1,?,nt,-0.8,-7.3%,-10.4%,8.1%,8.0%,-14.5%,6.4%
Cc1ccc(C(=O)N/N=C\c2cc3c(cc2Br)OCO3)cn1,10.0%,i,-3.6,-0.7%,10.7%,-9.7%,4.0%,-4.9%,24.4%
CCN(C(=O)CCS(=O)(=O)c1cccc2nonc12)c1ccc(F)cc1,-5.6%,6.9%,5.2,-1.2%,1.6%,-4.7%,2.4%,1.1%,30.5%
COc1ccccc1C(=O)Nc1nc(-c2ccccc2)ns1,11.5%[59 µM],6.4%,-4.5,-15.6%,-4.0%,-6.4%,2.0%,-16.5%,31.8%
C/C(=N\NC(=S)NCc1ccccc1)c1ccc2c(c1)OCCO2,-41.5%,i,3.6,10.5%,?,?,7.1%,?,5.4%
CCOC(=O)c1c(C)oc2ncnc(N3CCN(c4ccccc4F)CC3)c12,-7.4%[59 µM],i,1.5,-7.3%,-4.7%,-22.7%,-1.9%,-7.1%,33.3%
CS(=O)(=O)N1N=C(c2ccco2)CC1c1ccc(Cl)cc1 (stereo not given),50.1µM*,-3.1%,-0.1,10.4%,-6.2%,-6.9%,7.1%,-17.2%,6.3%
COc1cc(C(=O)NCC(c2ccco2)N2CCc3ccccc3C2)cc(OC)c1OC (stereo not given),10.2%[2.33 µM],-7.6%,7.2,0.1%,-26.0%,-20.4%,0.2%,-24.0%,11.7%
CSc1ccc(C(=O)NCC(c2ccco2)N(C)C)cc1[N+](=O)[O-] (stereo not given),7.0%,-1.5%,4.3,-3.7%,-6.0%,-15.1%,4.9%,-28.3%,-27.1%
COc1ccccc1OCCNC(=O)c1cc(C2CC2)nc2c1cnn2C(C)C,-11.6%[12.7 µM],3.2%,1.8,1.8%,1.9%,-20.8%,10.7%,-12.1%,29.5%

# The listing continues:
compound,G9a block,PGK inhibitor,PI4K2A inh,Pin1 inhibitor,BAZ2B inh,Pol eta inh,GLS inh,JMJD2A Tudor inh,HP1b chromo inh
COc1ccc(Cl)cc1NC(=O)C1CC(c2c(F)cccc2Cl)=NO1 (stereo not given),47.2%[59 µM],-2.8%,-2.8,7.6%,8.8%[0.457 µM],-2.3%,-3.0%,32.5%,91.0%[activator]
CCOC(=O)/C=C/C(=O)Nc1ccc(S(=O)(=O)Nc2nccs2)cc1,-40.0%,-1.3%,1.6,-2.7%,-21.0%,44.7µM*,-12.9%,-9.1%,23.6%
O=C(NC(=O)c1ccccc1)Nc1ccc(-c2cnco2)cc1,23.0%[59 µM],-1.6%,-8.0,14.1%,-6.2%,-3.5%,1.4%,-16.2%,-5.7%
COc1cccc(C(=O)OCC(=O)NCc2ccc3c(c2)OCO3)c1OC,nt,2.4%,-0.8,-1.1%,nt,2.7%,-2.2%,-15.8%,0.7%
CN(C(=O)Cn1nnc(-c2ccc(F)cc2)n1)C1CCS(=O)(=O)C1 (stereo not given),14.1%[12.7 µM],5.4%,-5.7,3.1%,-0.7%,0.6%,15.3%,-12.3%,27.8%
CC(C)(C)NC(=O)CSc1nnc(Cc2ccccc2)n1CC1CCCO1 (stereo not given),-32.2%,-0.5%,8.4,-3.0%,-20.5%,-4.4%,1.1%,-8.2%,8.4%
